Source: PubChem BioAssay (National Center for Advancing Translational Sciences (NCATS))
ALOX12 inhib – 12-hLO (ALOX12) enzyme inhibition. P18054. purified 12-hLO, xylenol orange hydroperoxide absorbance. Potency, µM (highest dose often 57.1 µM), inactives show at the highest dose activity change, negative = inhibition, usual class: inhibitors. actives 0.12% (n = 150,000). AID 1452; also: potency is read from the fitted curve at half-maximal effect; nearly all actives have a fitted effect of over 55% in size; many of its hits are not listed in these tables
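Purified human 12hLO (150 nM), preincubated 15 min with compound, then 40 uM arachidonic acid for 30 min, room temperature, Hepes pH 7.0 with 0.01% Triton X-100. Hydroperoxide detected by ferrous iron/xylenol orange; 573/405 nm absorbance ratio gives reaction progress.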
PNC assembly inh – inhibitors of perinucleolar compartment assembly; PC3M PTB-GFP, PNC prevalence imaging, 16 h; stronger effect = lower value; activity change (PNC), negative = inhibition, % at 10 µM; actives 3.1% (n = 140,000); AID 2417;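 active = readout at or below -70, meaning at least 70% loss of cells showing the perinucleolar compartment, a nuclear body marking cancer cells; inconclusive = readout between -30 and a set limit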;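 also: plate controls were DMSO wells for no effect and camptothecin positive control wells for full effect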
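Read-out is percentage of cells bearing a perinucleolar compartment, from automated 20x imaging of fixed, Hoechst-stained PC3M PTB-GFP cells. Cells were seeded 4 h, then exposed 16 h to compound (23 nl of library stock) in duplicate plates.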
IMPase cell inh – IMPase inhibition in cells; P97697; CHO-M1 cells, IP1 accumulation, HTRF TR-FRET ratio; inhibition (IP1 accumulation), % at 46.1 µM; 120,000 tested, under 10 active; AID 901; active = well fitted curve in the direction sought with a large enough effect in the signal ratio, not every such curve was filed as active; inconclusive = small, poorly fitted or top-dose-only effect, or a change in a side signal; inactive = no such curve, though single readings can be large or run the other way; the % refers to the signal ratio;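 also: cells stimulated with carbachol in lithium chloride buffer; plate controls were DMSO basal wells for no effect and reference inhibitor wells for full effect; higher means more IMPase inhibition seen as more IP1 and lower FRET ratio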
Target sequence (P97697 whole entry, looked up): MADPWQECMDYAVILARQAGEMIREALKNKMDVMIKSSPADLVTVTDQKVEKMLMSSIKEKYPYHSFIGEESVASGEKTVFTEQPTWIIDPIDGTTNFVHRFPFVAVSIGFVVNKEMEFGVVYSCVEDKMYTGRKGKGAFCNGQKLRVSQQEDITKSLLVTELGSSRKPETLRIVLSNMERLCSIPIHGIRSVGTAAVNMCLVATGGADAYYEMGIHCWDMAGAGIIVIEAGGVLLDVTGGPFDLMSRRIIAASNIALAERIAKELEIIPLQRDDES
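Carbachol-driven Gq signalling in CHO-M1 cells (2000/well) generates IP1. Compounds that block IMPase raise IP1 and so reduce the FRET signal from Eu-anti-IP1 and d2-IP1 after a 10 min room-temperature lysis.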
ALOX15B inhib – 15-hLO-2 (ALOX15B) enzyme inhibition. O15296. purified 15hLO-2, xylenol orange hydroperoxide absorbance. Potency, µM (highest dose often 57.1 µM), inactives show at the top dose activity change, negative = inhibition, usual class: inhibitors. actives 0.56% (n = 110,000). AID 881; also: potency is read from the fitted curve at half-maximal effect; nearly all actives have a fitted effect of over 60% in size; many of its hits are not listed in these tables
Target sequence (O15296 whole entry, looked up): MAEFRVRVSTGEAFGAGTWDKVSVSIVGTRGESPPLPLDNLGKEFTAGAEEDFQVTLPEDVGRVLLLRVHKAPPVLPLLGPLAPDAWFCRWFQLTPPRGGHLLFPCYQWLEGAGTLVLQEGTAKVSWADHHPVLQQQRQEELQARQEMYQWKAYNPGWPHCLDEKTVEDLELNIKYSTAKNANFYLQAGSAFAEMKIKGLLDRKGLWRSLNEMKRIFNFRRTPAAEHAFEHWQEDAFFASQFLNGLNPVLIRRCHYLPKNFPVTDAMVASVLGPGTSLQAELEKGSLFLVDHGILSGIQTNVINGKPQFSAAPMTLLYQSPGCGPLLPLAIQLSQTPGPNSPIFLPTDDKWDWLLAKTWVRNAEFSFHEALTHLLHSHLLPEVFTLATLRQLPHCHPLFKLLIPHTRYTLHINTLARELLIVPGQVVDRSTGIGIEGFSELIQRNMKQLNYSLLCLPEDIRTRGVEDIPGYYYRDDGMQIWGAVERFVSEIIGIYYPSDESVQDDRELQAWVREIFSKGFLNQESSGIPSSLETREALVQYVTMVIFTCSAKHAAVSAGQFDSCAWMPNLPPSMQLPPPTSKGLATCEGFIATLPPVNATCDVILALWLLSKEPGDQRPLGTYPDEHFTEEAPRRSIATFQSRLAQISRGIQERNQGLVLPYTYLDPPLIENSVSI
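Purified human 15hLO-2 (50 nM final) preincubated with compounds 15 min at room temperature in 25 mM Hepes pH 7.5, 0.01% Triton X-100, then 45 uM arachidonic acid added for 90 min; hydroperoxide detected via ferrous/xylenol orange, 573/405 nm absorbance ratio.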
The depositor's hits bear a star; u = inconclusive; x = no result given; [ ] = another dose, or the depositor's remark. Unless noted, calls follow the shape of the dose curve; as a rule, active = well fitted curve in the direction sought with a large enough effect; inconclusive = small, poorly fitted or top-dose-only effect, or another doubt; inactive = no such curve, though single readings can be large; an effect the other way counts as inactive or inconclusive. Unless noted, % is scaled to controls: 0 for no effect and ±100 for the full control effect. These rows are one share of the data (hit frequency here may not be typical).

SMILES	ALOX12 inhib	PNC assembly inh	IMPase cell inh	ALOX15B inhib
CC(=O)Nc1ccc(S(=O)(=O)NCC2CCC(C(=O)NC3CCCCCC3)CC2)cc1 (stereo unspecified)	-5%	6	x	x
Cc1nc[nH]c(=O)c1Br	1%	u	x	x
CCOC(=O)COn1c2c(c3c4no[n+]([O-])c4ccc31)CCCC2	0%	-13	9	-4%
Cc1c(-c2ccccc2)nc2ccccc2c1C(=O)Oc1ccc([N+](=O)[O-])cc1	-1%	20	-13	-3%
COc1ccc(N2C(=O)CCC(C(=O)N3CCOCC3)C2c2ccc(F)cc2)cc1 (stereo unspecified)	-3%	u	7	1%
CN(C)S(=O)(=O)c1ccc(N2CCCC2)c(C(=O)NC(c2ccccc2)c2ccccc2)c1	-6%	u	3	-3%
O=S1(=O)C=C(Sc2nc3cc(Cl)ccc3o2)c2ccccc21	-16%	u	8	-17%
Fc1ccc2nc3[nH]c4ccccc4c3nc2c1	-5%	-22	4	-4%
COc1cc(/C=C(\NC(C)=O)C(=O)Nc2cccc(O)c2)ccc1OC(C)=O	7%	u	x	x
COc1cnc(-c2ccccn2)nc1Sc1c(Cl)cccc1Cl	13%	38	12	x
O=C(Nc1ccccc1-c1nc2ccccc2[nH]1)c1ccc(S(=O)(=O)N2CCCCC2)cc1	8%	25	-19	1%
CCOC(=O)C1=C(C)C2C3C(=O)N(c4ccc(C)cc4C)C(=O)C3C1(C)C1C(=O)N(c3ccc(C)cc3C)C(=O)C21 (stereo unspecified)	-5%	21	x	x
CC(C)(C)n1nnnc1C(c1cccc(C#N)c1)N1CCN2CCCC2C1 (stereo unspecified)	-3%	16	12	3%
CCOc1ncccc1C(=O)OCc1c(Cl)cccc1Cl	-1%	40	x	x
O=C(Cl)c1ccccc1[N+](=O)[O-]	4%	x	x	1%
CC1C(=O)CC(c2ccccc2)NC1c1ccccc1 (stereo unspecified)	1%	18	6	2%
CCCc1[nH]nc2c1C1(CCOC1C)C(C#N)=C(N)O2 (stereo unspecified)	1%	-24	-3	6%
NC(=O)COC(=O)c1ccc(Cl)c(S(=O)(=O)N(Cc2ccccc2)c2ccc(Cl)cc2)c1	-2%	u	-2	x
O=C(Cc1nnc(NC(=O)Nc2ccccc2)s1)NCc1ccccc1	2%	-16	-11	x
Brc1ccc(C2Nc3cccc4cccc(c34)N2)o1	-6%	8	2	u
CC(C)CCNC(=O)COc1ccc2c(c1)C(=O)CC(C)(C)O2	-3%	-1	-1	-9%
COc1ccc(CNC(=O)CCS(=O)(=O)c2cccc3nonc23)cc1	2%	3	8	-11%
COc1ccccc1C(=O)NC(=S)NNC(=O)c1sc2ccccc2c1Cl	-2%	u	-19	x
COc1ccc(N(CC(=O)NC2CCCCC2)S(=O)(=O)c2c(C)[nH]c(=O)[nH]c2=O)cc1	3%	-21	0	0%
Cn1c(SCC(=O)Nc2ccccc2-c2ccccc2)nnc1-c1ccco1	3%	u	13	-3%
(listing goes on)
SMILES	ALOX12 inhib	PNC assembly inh	IMPase cell inh	ALOX15B inhib
O=C(CCCN1C(=O)c2cccc3cccc(c23)C1=O)N1CCN(Cc2ccc3c(c2)OCO3)CC1	1%	-24	-4	1%
Cc1cccc(-n2c(Cc3cc(=O)[nH]c(=O)[nH]3)nnc2SCC(=O)N2CCCCC2)c1	11%	-14	8	-8%
CC(=C/c1ccco1)/C=N/NC(=O)Cc1cccn1C	-6%	42	15	x
Cc1ccc(N2CCN(C(=O)c3ccccc3NC(=O)c3ccccc3C(=O)O)CC2)cc1	-2%	46	x	x
CC1C[C@@]2(NC(=O)NC2=O)C(C)CN1C (stereo partly specified)	0%	-100*	3	x
CCCCNS(=O)(=O)c1ccc2nc(SCC(=O)N3CC(C)OC(C)C3)[nH]c2c1 (stereo unspecified)	1%	-11	-11	-2%
CC(C)Sc1nc2c(c(=O)n1-c1ccc(F)cc1)SCC2	-6%	u	3	-11%
O=C(Cc1ccsc1-c1ccccc1)NO	-30%	11	4	-28%
COc1ccc(S(=O)(=O)N(CCCN2CCCC2=O)Cc2cc3c(C)cc(C)cc3[nH]c2=O)cc1	-27%	-7	1	-2%
O=S(=O)(c1ccc(-c2csc(=Nc3ccccc3)n2CCCN2CCOCC2)cc1)N1CCOCC1	6%	86	-3	20%
COc1ccc(NC(=O)CN(c2ccc(C)cc2)S(=O)(=O)c2c(C)nn(C)c2C)cc1OC	-4%	15	6	5%
CCN1CCN(C(=O)c2cc3c(s2)-c2ccccc2S(=O)(=O)C3)CC1	-1%	19	-6	1%
Cc1csc(SCCn2c(Br)nc3c2c(=O)[nH]c(=O)n3C)n1	1%	u	4	-9%
COCCOC(=O)c1c(C)oc2ccc(OC(=O)c3c(OC)cccc3OC)cc12	8%	6	4[1.84 µM]	5%[11.4 µM]
CCN1C(=S)SC(=O)C1=C1C=C(C)OC(C)=C1	-5%	28	5	-9%
CCOC(=O)N1CCC(NC(=O)C2CCN(C(=O)N3CC(C)Oc4ccc(C)cc43)CC2)CC1 (stereo unspecified)	0%	u	-4	3%
CC(=O)OC1CCC(OC(C)=O)c2c1n([O-])c(C)c(C)[n+]2=O (stereo unspecified)	-5%	u	4	-1%
CCc1cccc(C)c1NC(=S)NCc1cccn1C	-24%	143	x	x
CC(C#N)(Nc1ccc(Cl)cc1)c1cccnc1 (stereo unspecified)	8%	6	x	x
CC(=O)c1ccc(S(=O)c2ccccc2)cc1 (stereo unspecified)	4%	u	9[1.84 µM]	3%[11.4 µM]
O=C(Nc1ccccc1)c1ccc2c(c1)OCCO2	9%	-8	-5	-7%
COC(=O)C1=C(C)NC2=C(C(=O)CC(c3cccs3)C2)C1c1ccsc1 (stereo unspecified)	11%	-14	-3	1%
O=C1NC2C(NC(=O)N2C2CCCCC2)N1C1CCCCC1 (stereo unspecified)	-7%	u	-2	-1%
CCOc1ccc(OCC)c(NS(=O)(=O)c2ccc3c(c2)CCN3C(=O)C2CCC2)c1	-2%	-85*	-2	0%
O=C(NCc1cccc2ccccc12)[C@H]1C[C@@H]1[C@H](NP(=O)(c1ccccc1)c1ccccc1)c1ccccc1	-14%	x	x	5%
The results go on:
SMILES	ALOX12 inhib	PNC assembly inh	IMPase cell inh	ALOX15B inhib
CC(C)CCNc1nc2c(c(=O)n(Cc3cccc(F)c3)c(=O)n2C)n1C	-19%	9	0	-6%
CCOc1ccc(C2=Nn3c(nnc3-c3ccccc3)SC2)cc1Cl	-2%	13	6	-14%
COc1cc(C2=NOC(C(=O)NCc3cccs3)C2)cc(OC)c1OC (stereo unspecified)	10%	-104*	2	0%
N/C(=N\OC(=O)C12CC3CC(CC(C3)C1)C2)c1ccccc1	-2%	u	8	-1%
Cc1nc(NC2=NCN(Cc3ccccc3)CN2)nc2ccccc12	-2%	29	-10	13%
C/C=C(\C)c1nnc(NC(=O)c2ccco2)s1	-2%	u	2	-3%
CN(Cc1cccs1)C(=O)Cc1c[nH]c2ccccc12	1%	41	-1	x
N[C@H](Cc1ccc(O)cc1)C(=O)O	-1%	x	2	3%
CCc1ccc(OCCOCC(O)CNC(C)(C)C)cc1 (stereo unspecified)	0%	43	5	x
CC1CCCCN1C(=O)c1ccccc1NC(=O)c1ccco1 (stereo unspecified)	3%	-25	11	0%
O=S(=O)(NCCSCc1c(Cl)cccc1Cl)c1ccc2c(c1)OCCO2	-2%	-18	0	-23%
N=C(N)SCc1ccccn1	-5%	-91*	x	x
Cc1ccc(S(=O)(=O)c2c(COC(=O)c3ccc(Cl)cc3)c(-c3ccccc3)nn2C)cc1	7%	24	4	9%
COc1cc(CCC(=O)N2CCN(S(=O)(=O)c3ccc(C)c(C)c3)CC2)cc(OC)c1OC	2%	5	6	4%
CC(=O)Nc1cccc(C(=O)/C=C/c2ccc(/C=C/C(=O)c3cccc(NC(C)=O)c3)cc2)c1	3%	u	-19	x
C=CCNCCOc1ccc(C(C)(C)c2ccccc2)cc1	-7%	39	x	x
CN(C)S(=O)(=O)c1cccc(NC(=O)CSc2nc3c(cc2C#N)C(=O)CC(C)(C)C3)c1	-1%	u	4	x
CCCCC(=O)Oc1ccccc1C1SCc2cc(C)c(C)cc2CS1	-6%	10	-3	1%
Cc1ccc(C(=O)Nc2nc3ccc(S(C)(=O)=O)cc3s2)s1	-4%	22	-2	3%
CCNc1ccc(Br)cc(C(=O)/C=C/c2ccc(Cl)cc2)c1=O	u	40	x	x
Cn1c(=O)c2c(ncn2CC(=O)Nc2ccccc2)n(C)c1=O	0%	-3	5	-5%
COc1ccc(C(=O)N2CCCC2)cc1S(=O)(=O)N1CCC(C)CC1	-5%	-19	4	0%
Cc1cc(C)n(-c2nnc(NC34CC5CC(CC(C5)C3)C4)nn2)n1	-4%	0	x	x
Cc1oc(CC(C)C)cc1C(=O)Nc1ccc(C(=O)O)cc1	2%	14	3	-9%
O=C1CCCN1CCNC(=S)Nc1ccccc1	10%	6	8	2%

Arranged by the number under IMPase cell inh (low to high): some entries from above
canonical_smiles,ALOX12 inhib,IMPase cell inh,ALOX15B inhib
C/C=C(\C)c1nnc(NC(=O)c2ccco2)s1,-2%,2,-3%
COc1ccc(C(=O)N2CCCC2)cc1S(=O)(=O)N1CCC(C)CC1,-5%,4,0%
COc1cc(CCC(=O)N2CCN(S(=O)(=O)c3ccc(C)c(C)c3)CC2)cc(OC)c1OC,2%,6,4%

(further entries)
SMILES	ALOX12 inhib	PNC assembly inh	IMPase cell inh	ALOX15B inhib
Cc1cc(N2CCOCC2)ccc1/C=C1\NC(=O)N(CC(=O)Nc2ccccc2C)C1=O	-8%	-15	18	u
CC(C)Cn1c(N2CCN(C(=O)c3cccs3)CC2)nc2ccccc21	-1%	5	10	-2%
COC(=O)Cn1cc(C(=O)c2ccco2)c2ccccc21	-4%	40	-11	10%
CCNC(=O)C1CN(S(=O)(=O)c2ccccc2)CCN1S(=O)(=O)c1ccccc1 (stereo unspecified)	-1%	5	-2	6%
CCn1c(SCc2ccc(C#N)cc2)nnc1-c1ccc(S(=O)(=O)N2CCCCC2)cc1	6%	-10	10	-3%
CSc1nc2sc3c(c2c(=O)n1C)CCCC3	0%	-87*	5	4%
COc1ccccc1NCCC(=O)OCC(=O)NC1CCCCCC1	0%	u	-3	x
O=C(Nc1ccc(Cl)cc1F)c1ccc(COc2c(F)c(F)c(F)c(F)c2F)o1	-26%	u	2	-11%
O=C(COc1ccccc1Cl)N1CCN(c2ncccn2)CC1	2%	-4	-2	9%
CN1C(=O)S/C(=C/c2cccnc2)C1=O	1%	33	3	1%
CC(=O)c1c(C)nc(C)nc1NC(=O)Cc1ccccc1	-3%	0	u	x
O=C1c2oc3ccc(Cl)cc3c(=O)c2C(c2ccccn2)N1CCCN1CCOCC1 (stereo unspecified)	-2%	-23	-11	-10%
Cc1ccc(S(=O)(=O)Nc2ccc(S(=O)(=O)Nc3ncccn3)cc2)cc1	0%	u	9	-4%
COc1cc(/C=C2\SC(=S)N(Nc3ccccc3)C2=O)ccc1O	-26%	-15	x	x
Cc1ccc(-c2cc(NC(=O)CSc3n[nH]c(N)n3)n(-c3ccccc3)n2)cc1	2%	7	-6	22%
Cc1cc(C)n2ncc(C(=O)NCCc3ccccc3)c2n1	-5%	8	-5	-4%
O=C(N1CCOCC1)N1CCN(C(=O)N(c2ccccc2)c2ccccc2)CC1	7%	-26	16	2%
COCCn1c(=O)c(-c2ccc(F)cc2)nc2cnc(Oc3ccc(OC)cc3)nc21	-3%	x	x	1%
CSc1nc(-c2ccco2)nn1S(=O)(=O)c1ccc(C)cc1	-2%	10	-7	x
